# Screening results from PubChem.
# HT1080 IDH1KD tx = toxicity to HT-1080 IDH1 knockdown cells (counter line) | HT-1080 IDH1 knockdown viability, ATP luminescence, 48 h | Potency, µM (top dose mostly 46.1 µM), inactives show top-dose activity, negative = toxicity, usual class: cytotoxic | 360,000 compounds, 2% hits | AID 686971;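 note: potency is the fitted concentration of half-maximal effect; 0% = DMSO wells and -100% = cell-free medium wells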
#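 In this qHTS, HT-1080 cells depleted of IDH1 are exposed for 48 h at 37 °C to compound titrations. Toxicity is scored from CellTiter-Glo luminescence, with DMSO as full viability and medium alone as none.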
# DRD3 agonist = D3 dopamine receptor (human) agonism; P35462; D3R DiscoveRx beta-arrestin cells, luminescence, 90 min; 410,000 compounds, 0.58% hits; max activation, %; in the data active = max activation above about 30%; note: 0% is about no effect; mostly tested at two doses, the higher about 12 µM
# Target sequence (P35462 whole entry, looked up): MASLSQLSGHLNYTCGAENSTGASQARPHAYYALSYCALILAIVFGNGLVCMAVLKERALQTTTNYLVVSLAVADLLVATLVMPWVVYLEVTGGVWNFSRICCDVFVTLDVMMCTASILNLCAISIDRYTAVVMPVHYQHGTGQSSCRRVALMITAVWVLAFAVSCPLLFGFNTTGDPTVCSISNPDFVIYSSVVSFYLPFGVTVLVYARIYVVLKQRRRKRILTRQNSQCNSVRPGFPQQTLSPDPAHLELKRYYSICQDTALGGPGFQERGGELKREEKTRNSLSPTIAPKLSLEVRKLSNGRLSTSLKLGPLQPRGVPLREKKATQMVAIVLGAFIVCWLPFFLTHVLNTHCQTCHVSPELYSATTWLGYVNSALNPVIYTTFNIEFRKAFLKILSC
#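 Agonist mode: compounds and dopamine controls were applied to plated cells for 90 min at 37 degrees C after an overnight attachment at 1500 cells/well. Luminescent read-out followed 30 - 60 minutes at room temperature with DiscoveRx detection reagent.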
# MCF10A rerep = DNA re-replication induction in MCF 10a cells. Potency, µM (series often up to 46.1 µM), for the others: at the highest dose activity, positive = re-replication, usual class: activators. 350,000 compounds, 2.9% hits. MCF 10A DNA re-replication, Hoechst nuclear intensity, 48 h. AID 624296; note: potency is the fitted concentration of half-maximal effect; % of control where 0% means no effect; nearly all actives have a fitted effect of over 50% in size
# KB-V1 MDR tox = kills drug-selected multidrug resistant KB-V1 cells. Potency, µM (top dose mostly 46.1 µM), for inactives: at the highest dose activity change, negative = cytotoxicity, actives largely listed as cytotoxic. 400,000 compounds, 3.4% hits. KB-V1 MDR cells viability, CellTiter-Glo, 72 h; note: potency is the fitted concentration of half-maximal effect; % is set by controls: 0 for no effect and ±100 for the full control effect; nearly all actives have a fitted effect of over 60% in size
#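 Compound-treated KB-V1 multidrug-resistant cells, 72 h, 37 degrees C; viability by CellTiter-Glo. Fitted qHTS curves give the values.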
# KB-3-1 cytotox = KB-3-1 parental cell cytotoxicity; AID 1347075; Potency, µM (series often up to 46.1 µM), for the others: at the highest dose activity change, negative = cytotoxic, hits mostly cytotoxic; KB-3-1 viability, CellTiter-Glo ATP luminescence, 72 h; 400,000 compounds, 1.4% hits; note: potency is the fitted concentration of half-maximal effect; % is set by controls: 0 for no effect and ±100 for the full control effect; nearly all actives have a fitted effect of over 60% in size
#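 KB-3-1 parental drug-naive adenocarcinoma cells in DMEM/10% FBS, incubated 72 h at 37 C with pin-transferred compounds across a concentration series. Viability by CellTiter-Glo luminescence; concentration-response curves fitted after normalization.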
# GLP1R cytotox = cytotoxicity counter-screen for GLP-1 receptor inverse agonists; Potency, µM (titrated, usually from 38.3 µM), without a hit: at the top dose activity change, negative = inhibition, usual class: inhibitors; 410,000 compounds, 0.13% hits; HEK293 cAMP-luciferase reporter cells, luminescence, 24 h;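 note: loss of luciferase light is scored as toxicity; potency is the fitted concentration of half-maximal effect; % is set by controls: 0 for no effect and ±100 for the full control effect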
#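 Luminescence readout: signal drop marks cytotoxicity. Plated cells grew 12 h at 37 °C, 5% CO2, received 23 nL compound for 24 h, then got luciferase reagent, read after 12 min at RT.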
# HT1080-NT tox = kills 2HG-producing HT-1080-NT fibrosarcoma cells. Potency, µM (doses to about 46.1 µM), without a hit: top-dose activity, negative = less viability, actives largely listed as cytotoxic. HT-1080-NT fibrosarcoma viability, CellTiter-Glo ATP luminescence, 48 h. 360,000 compounds, 1.6% hits;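 note: NT is the 2HG producing partner of a matched IDH1 knockdown line; potency is the fitted concentration of half-maximal effect; 0% = DMSO-treated cells and -100% = media-only wells without cells; nearly all actives have a fitted effect of over 55% in size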
#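 Viability of the 2HG-overproducing fibrosarcoma line after 48 hours of compound exposure at 37 degrees C was determined by luminescence with CellTiter-Glo, and concentration-effect curves were then fitted and categorized.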
# SW480 rereplic = DNA re-replication induction in SW480 cells; Potency, µM (top dose mostly 46.1 µM), without a hit: top-dose re-replication activation, hits mostly activators; AID 624297; 340,000 compounds, 1.8% hits; SW480 DNA re-replication, Hoechst DNA content imaging, 48 h; note: potency is the fitted concentration of half-maximal effect; % of control where 0% means no effect; nearly all actives have a fitted effect of over 55% in size
#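 First, 250 cells per well were seeded. Next, compound or vehicle (23 nL) was pinned in, plates sat 48 hr at 37 C. Finally Hoechst was added for 40 min before fluorescence scanning.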
# IL-1B inflam inh = blocks inflammasome-driven IL-1 beta release; THP-1 LPS/ATP IL-1B secretion, AlphaLISA, 16 h; stronger effect = lower value; activity change, % at 57.5 µM; 360,000 compounds, 4.7% hits; AID 743279; in the data active = activity change below about -50%; inconclusive = mostly about -30% to -49%; note: % is set by controls: 0 for no effect and ±100 for the full control effect
#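 Secreted IL-1B measured by AlphaLISA bead assay after 16 h compound exposure of THP-1 cells; compounds (final up to 57.5 uM) added 1 h before LPS (250 ng/mL) and ATP (1.25 mM) stimulation; lower signal means less secretion.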
# The depositor's hits bear a star; ? = inconclusive; . = no result given; & = joins results of further samples; [ ] = dose if it differs, or a comment. Unless noted, calls come from the whole dose curve; as a rule, active = well fitted curve in the direction sought with a large enough effect; inconclusive = small, poorly fitted or top-dose-only effect, or another doubt; inactive = no such curve, though single readings can be large; an effect the other way counts as inactive or inconclusive. Hits appear at their usual frequency. About 11% of those tested had a hit in this group.
SMILES,HT1080 IDH1KD tx,DRD3 agonist,MCF10A rerep,KB-V1 MDR tox,KB-3-1 cytotox,GLP1R cytotox,HT1080-NT tox,SW480 rereplic,IL-1B inflam inh
CCCCC(NC(=O)c1cccc(Br)c1)C(=O)O (stereo not drawn),0%,7,0%,-7%,16%,6%,-10%,1%,40
c1cncc(-c2nnc3n2C2(CCCCC2)Cc2ccccc2-3)c1,-2%,5,1%,0%,13%,-19%,4%,1%,1
Cc1ccc(S(=O)(=O)N2CCN(C(=O)CCn3nc(C)c(C)c3C)CC2)cc1,10%,2,-6%,-24%,2%,0%,4%,-4%,-2
CCCCNC(=O)C1CCN(C(=O)C2CCN(S(=O)(=O)c3ccc(C)cc3)CC2)CC1,3%,4,-2%,22%,-8%,2%,3%,-4%,6
COc1ccc(NC(=O)CN(C)C(=O)Cc2c[nH]c3ccccc23)cc1,-7%,3,?,.,.,12%,0%,2%,-4
O=C(NCC1CCCO1)c1cc(S(=O)(=O)N2CCOCC2)ccc1Cl (stereo not drawn),0%,-3,-3%,0%,0%,5%,0%,1%,0
Cc1ccc(-c2nnc(Nc3ccc(Br)cc3)c3ccccc23)cc1S(=O)(=O)NCc1nc2ccccc2[nH]1,.,2,.,7%,8%,0%,.,.,.
Cc1cc(C)n(-c2ccc(C(=O)OCC(=O)c3ccc(Br)s3)cc2)n1,14%,0,0%,22%,1%,-13%,12%,2%,6
COc1ccccc1-c1noc(-c2ccc(NC3CCCC3)c([N+](=O)[O-])c2)n1,.,1,.,-1%,-17%,0%,.,.,.
O=C(CSc1nnc2c(n1)[nH]c1ccc(F)cc12)OCc1ccccc1,6%,1,11%,5%,-2%,3%,13%,0%,-4
CC(=O)NC(c1ccccc1)c1nc2ccccc2[nH]1 (stereo not drawn),7%,-6,?,20%,2%,-13%,-2%,2%,0
CC(=O)NN1C(=O)c2ccc3c4c(ccc(c24)C1=O)C(=O)N(NC(C)=O)C3=O,0%,1,?,-1%,?,-21%,-14%,?,82
Cc1ccc(C2C(C#N)=C(N)SC(N)=C2C#N)cc1,-1%,4,8%,-14%,11%,-15%,-8%,-4%,-14
CC(=O)c1cc(CC(=O)N2CCc3c([nH]c4ccccc34)C2c2ccccn2)cs1 (stereo not drawn),-2%,0,0%,-28%,-9%,-17%,-6%,-8%,-4
OC1CCCN(c2ncnc3c2nnn3Cc2c(F)cccc2Cl)C1 (stereo not drawn),?,2,16µM*,?,?,4%,-19%,-2%,-17
CC(C)CN1CCC(C(=O)NC(c2ccc(F)cc2)c2ccc3ccccc3n2)CC1 (stereo not drawn),-7%,-14,.,3%,0%,-11%,-19%,.,?
COc1cccc(CN2CCC(C(=O)NC(C)c3cccc4ccccc34)CC2)c1 (stereo not drawn),?,-13,.,0%,-9%,-1%,?,.,?
CCC(Oc1ccccc1)C(=O)N(Cc1ccccc1)c1ccccn1 (stereo not drawn),-6%,-3,-11%,16µM*,?,21%,0%,-12%,0
CCOc1ccccc1OCC(=O)Nc1cccc(S(=O)(=O)NC2=NCCCCC2)c1,2%,6,3%,6%,-3%,-10%,-13%,-9%,-9
Cc1cccc(C)c1NC(=O)c1nc(S(=O)(=O)Cc2ccccc2)ncc1Cl,8.2µM*,-23,?,?,?,-17%,16µM*,?,-101*
Cc1ncoc1C(=O)NCc1ccccc1Cl,1%,-1,5%,?,-3%,-1%,7%,-5%,17
Cn1ncc2nnn(-c3ccccc3)c(=O)c21,-1%,1,-2%,14%,1%,7%,-5%,-7%,-7
Clc1ccc(-c2nnn3c2nc(NCc2ccc4c(c2)OCO4)c2ccccc23)cc1,.,5,.,?,0%,-12%,.,.,.
CCCn1c(SCC(=O)N(CC)CC)nnc1-c1ccncc1,4%,-8,-1%,0%,13%,-1%,25%,-6%,30
COCCNC(=S)N1CCCC(CO)C1 (stereo not drawn),12%,4,0%,?,9%,2%,17%,-6%,16
O=C(Nc1nc(-c2ccccc2)cs1)C1CCCN(S(=O)(=O)c2ccccc2)C1 (stereo not drawn),?,22,8.2µM*,?,2%,-12%,?,?,-8
O=Cc1cccn1-c1cccc([N+](=O)[O-])c1,-1%,-3,-5%,1%,-17%,-5%,-1%,-9%,-4
O=C(COc1cc(Cl)c(Cl)cc1Cl)NCCN1CCOCC1,1%,3,-2%,-13%,-17%,-12%,-15%,-7%,7
COc1cc(C(CC(=O)NCCC(C)C)N2Cc3ccccc3C2=O)cc(OC)c1OC (stereo not drawn),.,-2,.,-11%,-8%,2%,.,.,.
O=C(NCn1ccc(=O)[nH]c1=S)c1ccccc1,1%[9.24 µM],10,0%,-2%,11%,2%,6%,-6%,0
CCCOc1ccc(C(=O)c2nc3c(n2O)CCCCC3)cc1,1%,3,0%,?,-20%,17%,-4%,0%,-13
O=S(=O)(NCc1cccnc1)c1ccc(Cl)s1,-3%,0,19%,3%,-7%,0%,-3%,-20%,0
CCOC(=O)c1csc(NC(=O)CSc2nnnn2-c2ccc(OC)cc2)n1,-4%[9.24 µM],12,2%,0%,-12%,3%,?,-1%,26
CCN(CC)S(=O)(=O)c1ccc(-c2nnc(SCC(=O)Nc3ccc4c(c3)OCO4)o2)cc1,8%,0,-3%,-14%,8%,-4%,-4%,0%,-25
CN(C)c1nc(-c2ccccc2)c2cnn(Cc3ccccc3)c2n1,1%,8,-8%,-9%,6%,-12%,0%,3%,-4
CC(=O)N/N=c1\sc2ccccc2n1C,4%,5,-1%,4%,0%,6%,2%,-8%,33

# Four compounds drawn at random from those above:
SMILES,HT1080 IDH1KD tx,DRD3 agonist,MCF10A rerep,KB-V1 MDR tox,KB-3-1 cytotox,GLP1R cytotox,HT1080-NT tox,SW480 rereplic,IL-1B inflam inh
CCOC(=O)c1csc(NC(=O)CSc2nnnn2-c2ccc(OC)cc2)n1,-4%[9.24 µM],12,2%,0%,-12%,3%,?,-1%,26
COc1cc(C(CC(=O)NCCC(C)C)N2Cc3ccccc3C2=O)cc(OC)c1OC (stereo not drawn),.,-2,.,-11%,-8%,2%,.,.,.
CC(=O)N/N=c1\sc2ccccc2n1C,4%,5,-1%,4%,0%,6%,2%,-8%,33
CN(C)c1nc(-c2ccccc2)c2cnn(Cc3ccccc3)c2n1,1%,8,-8%,-9%,6%,-12%,0%,3%,-4

# Continued:
SMILES,HT1080 IDH1KD tx,DRD3 agonist,MCF10A rerep,KB-V1 MDR tox,KB-3-1 cytotox,GLP1R cytotox,HT1080-NT tox,SW480 rereplic,IL-1B inflam inh
Cc1ccc(NC(=O)CCSc2ccccn2)cc1,6%,-13,2%,-27%,18%,24%,6%,2%,13
COc1ccc(NC(=O)C23CC4CC(C2)CC(n2cnc(Br)n2)(C4)C3)c(OC)c1,-4%,0,-1%,-14%,0%,-11%,-11%,-8%,31
O=C(NC(=S)Nc1ccc2oc(=O)ccc2c1)c1cc2ccccc2o1,15%,21,1%,-3%,-2%,11%,20%,-1%,-2
CCOC(=O)C(C#N)(Cc1ccc2ccccc2n1)Cc1ccc2ccccc2n1,-12%,19,?,0%,-1%,-7%,-9%,7%,-12
O=C(NCc1ccccc1)c1ccc(S(=O)(=O)N2CCCC2)cc1,11%,3,-8%,?,0%,-25%,3%,-9%,11
Cc1cc(OCC(=O)Nc2ncn[nH]2)ccc1Cl,14%,-21&-25,4%,7%&12%,7%&-1%,6%&0%,17%,-6%,-6
Cc1ccc(-c2ccc(C#N)c(=O)n2CC(=O)N(C)C)cc1,1%,13,-1%,?,-11%,5%,2%,?,21
COc1ccc2c(c1OC)C(=O)N(c1ccc3c(c1)CCC3)C2=O,17%,-2,-14%,?,0%,-20%,-1%,0%,-20
CCN1CCN(c2nc(NCCO)c3ccccc3n2)CC1,0%,-5,26%,3%,-5%,2%,-1%,-1%,22
CCOc1ccc(S(=O)(=O)/N=C(/Nc2ccc(S(N)(=O)=O)cc2)c2ccccc2)cc1,6%,-1,8%,11%,1%,0%,12%,10%,-22
Cc1ccc(S(=O)(=O)N2CCC(C(=O)O)CC2)cc1C(=O)O,17%,8,-2%,0%,7%,6%,18%,-1%,24

# By substructure: the entries above with fluorine
SMILES,HT1080 IDH1KD tx,DRD3 agonist,MCF10A rerep,KB-V1 MDR tox,KB-3-1 cytotox,GLP1R cytotox,HT1080-NT tox,SW480 rereplic,IL-1B inflam inh
O=C(CSc1nnc2c(n1)[nH]c1ccc(F)cc12)OCc1ccccc1,6%,1,11%,5%,-2%,3%,13%,0%,-4
OC1CCCN(c2ncnc3c2nnn3Cc2c(F)cccc2Cl)C1 (stereo not drawn),?,2,16µM*,?,?,4%,-19%,-2%,-17
CC(C)CN1CCC(C(=O)NC(c2ccc(F)cc2)c2ccc3ccccc3n2)CC1 (stereo not drawn),-7%,-14,.,3%,0%,-11%,-19%,.,?
